# Hep lipid drop: inhibitors of hepatocyte lipid droplet formation, primary screen, imaging, high-throughput imaging, BODIPY stain; AML12 mouse hepatocytes, oleate lipid droplets; inhibition, % at 6.5 µM; hit rate 0.4% among 240,000; AID 1656, 2009;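 active means lipid droplet intensity inhibited by at least 50%, with more than 500 cells counted; inconclusive means wells with under 300 cells, treated as cytotoxic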
#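 Material – mouse AML12 hepatocyte cell line, fixed after treatment · Compound dosing – one dose, 6.5 µM compound · Times – compound with oleate, overnight · Measured by – Image-based BODIPY and DAPI two-channel analysis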
# P. falciparum M1AAP: P. falciparum M1AAP inhibitors, biochemical, fluorogenic H-Leu-NHMec substrate, 1536-well (AID 1445). recombinant M1AAP, H-Leu-NHMec fluorogenic kinetic assay; higher % means a stronger effect. inhibition, % at 30 µM, or IC50 in µM where a hit was titrated. hit rate 0.42% among 220,000;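 active means primary inhibition above the hit cutoff, then over 50% inhibition at one or more dose response concentrations, cut at about 23% in these data, passing the limit was not always enough; inconclusive means conflicting primary data, or primary hits not chosen for dose response; inactive means low primary inhibition, or under 50% at every dose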;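 further: plate controls were DMSO full reaction for no effect and no enzyme background for full effect; strong numbers were not always called active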
# M17LAP inhibition: P. falciparum M17LAP inhibitors, primary screen, biochemical, fluorogenic H-Leu-NHMec substrate, 1536-well (AID 1619); recombinant M17LAP, H-Leu-NHMec fluorogenic kinetic assay; higher % means a stronger effect; hit rate 0.38% among 220,000; inhibition, % at 30 µM, or IC50 in µM where a hit was titrated; Leucine aminopeptidase (Plasmodium falciparum (isolate 3D7));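 active means compound inhibiting the enzyme by more than half at any dose during confirmatory dose-response retesting; inconclusive means strong single-dose inhibitors picked by rank but not retested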;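 further: plate controls were full reaction with DMSO carrier for no effect and no enzyme background for full effect; strong numbers were not always called active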
# MT stabilize HCS: microtubule stabilizers in HeLa cells, primary screen, imaging, high-content imaging | HeLa tubulin immunostaining HCS, 24 h; share of cells brighter than vehicle mean+2SD | % tubulin-high responders, % at 10 µM | hit rate 0.83% among 200,000;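 active means plate Z-score above 3 for both tubulin-high and condensed-nucleus cell shares, with cell loss under 80%, at 10 µM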;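 further: anti alpha tubulin signal scored within the nucleus-defined area of each cell; some results filed as inactive read as strong as hits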
# Autophagy HCS: autophagy modulators in MEF cells, primary screen, imaging, high-content, MEF GFP-LC3 | MEF GFP-LC3 puncta imaging; test concentration mostly 10 µM | calls only at 10 µM (by protocol) | hit rate 0.98% among 190,000 | AID 463193, 2010;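 active means percentage of spot-positive cells more than 3 SD above its plate mean, without a fluorescence outlier flag or 80% toxicity; inconclusive means no clear call, values can overlap the other calls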;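 further: spot-positive cell cutoff set from DMSO-treated cells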
# ER stress rescue: rescue of cells from ER stress-induced death, primary screen, 384-well, CSM14.1, thapsigargin, ATP luminescence (AID 1222); CSM14.1 thapsigargin-induced death rescue, ATP luminescence; higher % means a stronger effect; one-dose cellular ATP content (survival), % at 20 µM; EC50 in µM for titrated hits; 190,000 tested, under 10 active;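 active means EC50 below 50 µM in the dose-response confirmation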;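 further: death triggered by thapsigargin at about 15 µM added after 2 h compound pretreatment; cell ATP read after overnight thapsigargin exposure of roughly 18 to 22 hours; normalized against plate controls of thapsigargin alone and 5% DMSO vehicle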
# Yfh1-off respiration: enhancers of respiration in Yfh1-depleted yeast, dose response, Friedreich's ataxia, plus single-dose screen (AID 1465). S. cerevisiae Yfh1-off respiration, WST-1 reduction, 72 h; higher fold induction means a stronger effect. fold induction at 50 µM; hits with a dose series show EC50 in µM. hit rate 0.074% among 220,000;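 active means fold induction of absorbance versus untreated yeast above a set limit, then at least 30% activation at any dose in follow-up; inconclusive means repeats straddling the limit, or above it without dose testing; inactive means fold induction below the set limit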;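 further: activators that raise dye reduction in frataxin-depleted yeast; strong numbers were not always called active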
# Dynein transport: inhibitors of GR-EGFP nuclear translocation, primary screen, dynein cargo transport inhibitor project, imaging, high-content, 3617.4 mouse cells; test concentration mostly 20 µM; stimulated with dexamethasone, 1 µM; hits give low values; z-score, hits read low; hit rate 0.47% among 220,000; AID 1381, 2008;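 active means plate z-score of nuclear minus cytoplasmic receptor signal below a set negative limit, without overly bright fluorescence or cell loss, cut at about -3.5 in these data, passing the limit was not always enough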;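 further: z-score of nuclear minus cytoplasmic ring GR-EGFP intensity difference per well; some compounds called inactive have numbers as strong as hits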
#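 Buffer or medium: tet-free medium with charcoal-stripped serum / Also added: dexamethasone agonist, 1.0 µM final, for 30 min / Timing: induction 48 h, compound 1 h, agonist 30 min / Measured by: high-content fluorescence imaging after fixation / Read-out: nuclear-to-cytoplasmic GR-EGFP distribution per well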
# Insulin prom up: insulin promoter activators in MIN6 cells, imaging, high-content screening, mouse beta cells. MIN6 insulin promoter-GFP reporter; hits give high values. z-score at 5 µM. hit rate 0.3% among 190,000. AID 1625, 2009;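 active means z-score above 3 at 5 µM with at least 500 cells counted in the well; inconclusive means wells under 500 cells, flagged as cytotoxic or low count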
# Dynein transport cytoplasmic EGFP: second read-out of Dynein transport, no call of its own (marks repeat the call); z-score; measured here: cytoplasmic GR-EGFP intensity; hits give high values
# Dynein transport nuclear GR-EGFP: second read-out of Dynein transport, no call of its own (marks repeat the call); z-score; measured here: nuclear GR-EGFP intensity;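 lower value marks the stronger effect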
# Dynein transport cell count: also measured in Dynein transport; calls as there; z-score; measured here: cell count per field
# Insulin prom up cell count: also measured in Insulin prom up; calls as there; cell count; measured here: cytotoxicity, nuclei count;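 total cells summed across four imaged fields per well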
# Hep lipid drop cells 6.5 µM: recorded beside Hep lipid drop, whose call it bears; cell count; measured here: cell count, cytotoxicity flag;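 cells counted across two imaged fields per well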
# MT stabilize HCS Hoechst-high %: also measured in MT stabilize HCS; calls as there; % Hoechst-high responders; measured here: nuclear condensation Hoechst responders;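 share of cells brighter than vehicle mean plus two SD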
# MT stabilize HCS cytotoxicity %: further read-out of MT stabilize HCS, marked with its call; toxicity, %; measured here: cytotoxicity by cell density;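 0% = mean cell density of plate MIN control wells and 100% = no cells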
# Autophagy HCS cell loss 18 h: also measured in Autophagy HCS; calls as there; toxicity, %; measured here: cell loss, nuclei count;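 cell loss after 18 h compound exposure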
# Active calls of the source: *; i = inactive; ? = inconclusive; · = no result given. An unsorted share of the library (roughly 3.5% active in at least one column).
SMILES,Hep lipid drop,Hep lipid drop cells 6.5 µM,P. falciparum M1AAP,M17LAP inhibition,MT stabilize HCS,MT stabilize HCS Hoechst-high %,MT stabilize HCS cytotoxicity %,Autophagy HCS,Autophagy HCS cell loss 18 h,ER stress rescue,Yfh1-off respiration,Dynein transport,Dynein transport cytoplasmic EGFP,Dynein transport nuclear GR-EGFP,Dynein transport cell count,Insulin prom up,Insulin prom up cell count
COc1cccc(/C=C/C(=O)NNC(=O)CCN2CCN(Cc3ccccc3)CC2)c1,0,764,-4%,-1%,·,·,·,·,·,·,i,2.7,-0.64,1.1,-1.7,-0.12,720
COc1ccc(NC(=O)CN2CCC3(O)CCCCC3C2c2ccccc2OC)cc1 (centres undefined),·,·,0%,-4%,1.7,1.0,4.1,i,7,-2.2%,i,0.24,-0.11,0.1,-0.5,-1.8,1282
CCN(CC)C(=O)N1CCN(S(=O)(=O)c2ccccc2)CC1,-14,736,1%,14%,2.9,2.2,6.0,i,9,-0.7%,i,-0.85,-0.33,-0.34,0.53,-0.6,1340
O=C(COC(=O)c1ccc2c(c1)OCO2)NC1CCS(=O)(=O)C1 (centres undefined),·,·,-3%,-8%,5.1,1.2,3.0,i,22,-2.6%,i,1.3,-0.21,1.3,-0.77,-0.3,918
CCOC(=O)c1cc2c(ccn2C)n1CC(=O)N1CCN(c2ccccc2)CC1,·,·,10%,4%,3.6,3.0,5.9,i,14,2.8%,i,-0.33,-0.23,0.14,-0.11,1.7,1237
Nc1ccc2nc(-c3cccnc3)[nH]c2c1,0,587,4%,21%,3.8,1.2,3.8,i,-7,-1.3%,i,0.42,-0.21,0.3,-0.86,0.06,1396
O=c1c2c([nH]c3ccccc13)C(=C1CCCC1)CC2,·,·,16%,-6%,5.0,3.3,14,i,45,0.1%,i,0.39,-0.17,0.73,-0.58,-0.89,1371
O=C(NCc1cccnc1)C1CCCN(S(=O)(=O)c2ccc(Br)cc2)C1 (centres undefined),23,820,1%,3%,1.0,1.4,7.1,i,4,2.0%,i,-0.071,-0.22,0.16,-0.26,-0.44,1281
COc1cccc(C2=NOC(C(=O)N3CCc4ccccc4C3)C2)c1 (centres undefined),-6,698,6%,7%,6.6,1.8,3.1,·,·,0.5%,i,2.5,0.18,2,-1.9,0.3,1117
c1ccc(CSc2nc3ccccc3[nH]2)cc1,1,664,5%,10%,·,·,·,·,·,·,i,2.1,-0.087,1.5,-2.2,0.21,949
CCOC(=O)C1(CC2CC2)CCN(Cc2cnc(N(C)C)s2)CC1,-2,711,5%,1%,3.6,1.8,7.9,i,1,1.3%,i,-1.3,-0.11,-0.42,0.66,·,·
CCOC(=O)CSc1cc(CS(=O)(=O)c2ccccc2)nc(-c2ccccc2)n1,·,·,1%,3%,2.0,1.7,7.8,i,-3,-0.8%,i,0.45,-0.2,0.04,0.11,1.1,1621
COCCCNC(=O)CN(CCc1ccccc1)S(=O)(=O)c1ccccc1,-26,670,-2%,3%,2.9,3.4,2.2,i,-4,-0.1%,i,-0.44,-0.23,-0.36,1,·,·
O=c1oc2ccccc2n1CSC1=NCCS1,·,·,1%,-1%,3.0,3.6,7.7,i,1,-1.7%,i,-0.64,-0.16,0.013,0.17,-0.43,1175
C=CCn1c(SCc2c(F)c(F)c(F)c(F)c2F)nc(O)cc1=O,·,·,5%,7%,2.1,3.1,7.8,i,-8,1.8%,i,0.78,-0.19,0.39,-1.7,-0.7,1329
CC(C)Cn1cc(Cl)c(=O)n(CC(C)C)c1=O,0,779,-3%,0%,2.9,0.9,0.7,i,0,-1.1%,i,1.9,-0.11,1.6,-1.8,0.46,1602
CCCCn1c(-c2cccnc2)n[nH]c1=S,-7,532,-10%,0%,7.4,1.7,7.0,i,9,-2.3%,i,0.23,-0.19,0.27,0.22,0.13,1475
COc1ccc(Cl)cc1NC(=O)CCn1cnc2ccccc2c1=O,3,764,-1%,6%,4.6,2.9,0.7,i,10,0.9%,i,-0.68,-0.13,-0.3,0.63,1.7,1085
Cc1c(C(=O)NCCCN2CCOCC2)sc2nc(-c3ccc(F)cc3)cn12,0,734,1%,8%,3.5,1.5,8.9,i,-2,-2.2%,i,-0.0097,-0.27,0.65,0.9,·,·
Cc1nnc(SCC(=O)Nc2sc3c(c2C#N)CCCCC3)n1N,0,802,0%,1%,1.4,1.7,7.3,i,-6,1.7%,i,-0.15,0.065,0.013,0.44,·,·
Cc1ccc2cccc(SCC(=O)NCc3ccco3)c2n1,·,·,-2%,-7%,4.0,1.7,2.1,i,20,-0.4%,i,-0.58,-0.17,0.045,-0.33,-0.21,1312
CCSc1nnc2ccc(-c3cccs3)nn12,0,713,4%,13%,2.0,1.9,2.6,i,6,·,i,-0.32,-0.35,-0.26,0.62,-0.16,1182
CC(C)CCn1c(SCC(=O)OCn2nnc3ccccc3c2=O)nc2ccccc2c1=O,-9,704,0%,0%,2.3,0.8,6.3,i,-4,·,i,-0.61,-0.18,0.21,0.36,-0.03,1343
CCN(CC(=O)Nc1ccccc1OC)C(=O)C1CC2C=CC1C2 (centres undefined),-1,758,18%,4%,1.1,2.1,9.3,i,0,-0.1%,i,-0.46,-0.21,-0.34,0.49,-0.48,1208
CCOC(=O)N1CCN(c2c(N3CCN(c4ccccc4OC)CC3)c(=O)c2=O)CC1,10,753,·,·,1.1,2.1,7.3,i,12,-2.3%,i,1.7,-0.23,0.89,0.33,-0.61,1424
Cc1ccc(/C=N/n2c(-c3ccccn3)n[nH]c2=S)o1,-7,721,4%,2%,·,·,·,·,·,·,i,-0.45,-0.15,-0.42,-0.48,0.31,1411
O=C(NCCN1CCN(c2ccccc2F)CC1)C1CCCN(S(=O)(=O)c2cnc[nH]2)C1 (centres undefined),·,·,8%,4%,3.0,2.8,5.6,i,16,-0.7%,·,-0.75,-0.18,-0.39,0.18,0.06,808
CN(c1ccc(OCC(=O)N2CCCCC2)cc1)S(=O)(=O)c1cccs1,·,·,3%,-7%,2.4,2.2,6.9,i,-8,-2.2%,i,-0.99,-0.17,-0.27,0.29,-2.6,717
CCOc1cc(/C=N\NC(=O)Cc2ccccc2)ccc1OCC(=O)Nc1ccc(C)c(C)c1,-1,743,1%,1%,1.5,1.2,8.7,i,4,-1.8%,·,-0.19,-0.26,0.27,0.11,0.98,987
Cc1ccc(NC(=O)COC(=O)CCc2nc3ccccc3n2-c2ccccc2)c(C)c1,-11,694,4%,-7%,2.1,3.4,6.5,i,-1,-0.7%,i,-0.3,-0.32,-0.48,0.59,0.8,1312
COc1cc2c(cc1OC)C1(CCCC1)C(N)=C2C#N,9,714,15%,24%,8.0,3.0,4.7,i,10,2.9%,i,2,-0.024,1.1,-1.1,-0.06,1068
O=C(NCC1CC1)c1ccc(Oc2cc(Cl)cc(Cl)c2)o1,-22,744,2%,-4%,·,·,·,·,·,·,i,-0.16,0.11,-0.13,0.5,0.32,1424
Cc1ccc(/C=N/NS(=O)(=O)c2ccc([N+](=O)[O-])cc2)o1,7,605,1%,-4%,4.7,1.8,3.8,i,24,-0.1%,i,0.086,-0.24,0.14,1.2,0.15,1354
CCOc1ccc(C(=O)c2nc3c(n2O)CCCC3)cc1,·,·,12%,16%,2.9,1.7,4.7,i,8,-1.6%,i,-0.024,-0.46,0.13,0.41,1.4,1229
O=S1(=O)N=C(N2CCc3ccccc3C2)c2ccccc21,·,·,-1%,-21%,2.2,1.4,6.5,i,-1,-2.8%,i,-0.38,-0.2,-0.027,0.44,1.3,1073
NCCNc1cc(N2CCCC2)ccc1[N+](=O)[O-],-4,714,7%,25%,3.3,2.2,0.8,i,10,-0.7%,i,-0.31,-0.13,-0.21,-0.11,-0.13,1306
Cc1ccc(NC(=O)/C(=C\c2ccc3c(c2)OCO3)NC(=O)c2ccco2)cc1,·,·,6%,7%,2.9,2.1,2.6,i,13,-1.2%,i,-0.83,-0.22,0.054,0.93,0.28,1394
O=C(COC(=O)c1cn(-c2ccccc2)nc1-c1ccccc1)c1cccc([N+](=O)[O-])c1,·,·,?,13%,2.8,1.9,9.2,i,16,1.6%,i,2,-0.19,1.7,-1.8,0.03,1443
O=C(CCC(=O)N/N=C/c1ccccc1O)NCc1ccccc1,26,684,4%,-16%,3.7,1.7,2.6,i,17,-1.9%,i,-0.59,0.078,-0.034,0.76,0.14,1297
CCC(C)NC(=O)c1ccccc1-c1nc2ccccc2[nH]1 (centres undefined),-3,758,4%,0%,2.4,2.0,7.0,i,11,-0.1%,i,0.21,-0.38,0.11,0.42,0.33,1262
CCOC(=O)c1cc(-c2ccccc2)sc1NC(=O)COC(=O)c1cccc(S(N)(=O)=O)c1,20,691,0%,4%,2.4,3.4,11,i,6,-1.1%,i,-0.29,-0.33,0.35,0.06,-0.85,1411

# Screening data deposited in PubChem by several laboratories.
